Screens (PubChem BioAssay)
Epigenetic derep: Quantitative High-Throughput Screen for Regulators of Epigenetic Control. murine LDR cells, GFP reporter derepression, 30 h. Potency, µM (series often up to 53.9 µM), without a hit: top-dose GFP activation, usual class: activators. hit rate 0.2% among 280,000. AID 1865, 2009; active means well fitted activation curve with a large enough effect; inconclusive means small, poorly fitted or top-dose-only effect; further: % of control where 0% means no effect; nearly all actives have a fitted effect of over 60% in size
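Derepression of a silenced CMV-GFP reporter in murine LDR cells is scored by enumerating GFP-positive cells with a laser-scanning microplate cytometer after 30 hours of treatment at 37 C.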
* = called active by the depositor; ? = inconclusive. Potency means the concentration at half of the fitted maximal effect.

Structure,Epigenetic derep
O=C(CSC1=Nc2ccccc2N=C(c2ccc(F)cc2)C1)Nc1cccc(C(F)(F)F)c1,-0.6%
COc1cc(NC(=O)c2nnn(CC(=O)Nc3ccccc3)c2N)cc(OC)c1,5.1%
COc1cc(OC)c(NC(=O)N2CCc3cc(OC)c(OC)cc3C2CC(=O)O)cc1Cl (stereo not drawn),-5.2%
O=[N+]([O-])c1cc(-c2nc(-c3ccccc3)no2)ccc1NCc1cccnc1,-3.2%
Cc1ccc(OCc2nc(-c3ccc(C(=O)N4CCN(c5ccccc5F)CC4)cc3)oc2C)cc1,1.3%
O=C(NCC1CCN(Cc2cccc(Cl)c2)CC1)c1cc2ccc3cccnc3c2[nH]1,-0.2%
CN(C)S(=O)(=O)c1ccc2c(c1)N(CC(=O)Nc1ccc(OC(F)(F)F)cc1)C(=O)CS2,-2.7%
O=C(Cc1ccc(-c2ccccc2)cc1)NCCS(=O)(=O)N1CCN(c2ccccc2)CC1,1.7%

Additional results follow.
Structure,Epigenetic derep
Cc1cc(Nc2cccc(Cl)c2)nc2ccc(NC(=O)c3cncc(Br)c3)cc12,-1.2%
CCOc1ccc(N(CC)S(=O)(=O)N2CCCC(C(=O)NCc3ccccc3Cl)C2)cc1 (stereo not drawn),-4.5%
CCOC(=O)Cc1ccc(NC(=O)N2CCOc3ccc(C)cc32)cc1,2.8%
COc1ccc(N2CCN(C(CNC(=O)c3c(F)cccc3F)c3ccc4c(c3)OCO4)CC2)cc1 (stereo not drawn),0.8%
CCc1nc2ccc(C(=O)N3CCN(c4ccccc4)CC3)cc2nc1CC,0.0%
COc1cc2c(cc1OC)C(COc1cc(C)cc(C)c1)N(C(=O)C(C)(C)C)CC2 (stereo not drawn),0.4%
CCOC(=O)c1sc2ccccc2c1S(=O)(=O)N1CCN(c2cccc(C)c2)C(C)C1 (stereo not drawn),0.0%
CC(C)c1ccc(-c2nc(C(N)=O)c3c(n2)n(-c2ccc4c(c2)OCO4)c(=O)n3C)cc1,3.4%

(listing goes on)
Structure,Epigenetic derep
CCOc1ccc(-c2cc3c(=O)n(CC(=O)NCc4ccc(Cl)cc4)ccn3n2)cc1,-1.9%
O=C(COc1ccc(F)cc1)Nc1ccccc1OCc1cc(=O)n2ccccc2n1,-1.1%
O=C(Nc1cccc(Cl)c1)N1CCC(CN2CCOCC2)CC1,0.0%
COc1ccccc1NC(=O)c1cc(S(=O)(=O)N(C)C2CCCCC2)ccc1F,-1.9%
CCOC(=O)C1CCC(CN(Cc2ccc(Cl)cc2)S(=O)(=O)c2ccc(Br)cc2)CC1 (stereo not drawn),5.1%
CC(=O)c1ccc(NC(=O)CSc2cn(CC(=O)N3CCCCCC3)c3ccccc23)cc1,3.5%
O=C1CSC2(C(=O)N(Cc3cccc(F)c3)c3ccccc32)N1c1cccc(C(F)(F)F)c1 (stereo not drawn),-1.7%
CN(Cc1ccccc1)S(=O)(=O)c1ccc2[nH]c3c(c2c1)CCCCC3,0.0%

For reference, some entries already given.
Structure,Epigenetic derep
CCOC(=O)c1sc2ccccc2c1S(=O)(=O)N1CCN(c2cccc(C)c2)C(C)C1 (stereo not drawn),0.0%
CC(C)c1ccc(-c2nc(C(N)=O)c3c(n2)n(-c2ccc4c(c2)OCO4)c(=O)n3C)cc1,3.4%
CCOc1ccc(-c2cc3c(=O)n(CC(=O)NCc4ccc(Cl)cc4)ccn3n2)cc1,-1.9%
O=C(COc1ccc(F)cc1)Nc1ccccc1OCc1cc(=O)n2ccccc2n1,-1.1%
O=C(Nc1cccc(Cl)c1)N1CCC(CN2CCOCC2)CC1,0.0%
COc1ccccc1NC(=O)c1cc(S(=O)(=O)N(C)C2CCCCC2)ccc1F,-1.9%
CCOC(=O)C1CCC(CN(Cc2ccc(Cl)cc2)S(=O)(=O)c2ccc(Br)cc2)CC1 (stereo not drawn),5.1%

(cont.)
Structure,Epigenetic derep
Cc1ccc2c(=O)c(C(=O)c3ccc(F)cc3)cn(CC(=O)Nc3ccc4c(c3)OCCO4)c2n1,14%
Cc1ccc(Cl)cc1N1CCN(C(=O)c2cc3ccc4cccnc4c3[nH]2)CC1,0.2%
CSc1nn(CC(=O)Nc2cc(C)ccc2C)c(N)c1S(=O)(=O)c1ccccc1,-5.0%
CCc1nc2cccnc2n1-c1ccc(CC(=O)Nc2cccc(C)c2C)cc1,-2.9%
Clc1cccc(-n2ncc3c(Nc4ccc5c(c4)OCCO5)ncnc32)c1,4.4%
COc1ccc(CC(=O)Nc2ccc3nc(Nc4cccc(Cl)c4)cc(C)c3c2)cc1OC,7.4%
CCc1c(C)c2ccc(O)c(CN3CCN(c4cc(Cl)ccc4C)CC3)c2oc1=O,-1.7%
COc1cccc(C(c2sc3nc(-c4ccco4)nn3c2O)N2CCC(C)CC2)c1 (stereo not drawn),-1.8%

Following part.
Structure,Epigenetic derep
COc1ccccc1N1CCN(C(=O)c2nn(C)c3c2CS(=O)(=O)c2ccccc2-3)CC1,0.0%
CCOc1ccc(NC(=O)N2CCN3CCCCC3C2)cc1 (stereo not drawn),-2.5%
Cc1c(C(=O)Nc2ccc(F)cc2F)oc2c1-c1nn(Cc3c(F)cccc3Cl)cc1CC2,0.0%
Cc1nn2c(=O)cc(COC(=O)c3cccc(NC(=O)c4ccc(C(C)(C)C)cc4)c3)nc2s1,-5.0%
COC(=O)c1ccccc1NC(=O)CSc1nc2ccccc2nc1Cc1ccc(F)cc1,-2.4%
COc1ccc(-c2cc3ccc(O)c(CN4CCOCC4)c3oc2=O)cc1,0.0%
CCOc1ccc(CNCc2c(C(=O)O)n(Cc3ccc(C)cc3)c3cc(C)ccc23)cc1,-0.2%
CSc1cccc(NC(=O)CN2C(=O)COc3ccc(S(=O)(=O)N4CCC(C)CC4)cc32)c1,-1.6%

The list goes on:
Structure,Epigenetic derep
O=C(CCC(=O)N1CC2CCCN2c2ccccc21)NCc1ccc(F)cc1 (stereo not drawn),9.1%
COc1ccc(NC(=O)Cn2c(SCc3ccc(F)cc3)nc3cccnc32)cc1OC,-1.2%
COc1ccc2c(Sc3ccc(C)cc3)c(C(=O)NCc3ccc(F)cc3)[nH]c2c1,-4.2%
Cc1ccccc1CNC(=O)c1cccc(NC(=O)N2CCSc3ncccc32)c1,-0.4%
CC1CCN(C(=O)Cn2cc(SCC(=O)NCc3ccccc3)c3ccccc32)CC1,-0.7%
COc1ccc(CNC(=O)Cn2nc(N3CCN(c4ccccc4)CC3)ccc2=O)c(OC)c1,0.5%
Cc1nn2c(=O)cc(COC(=O)c3ccccc3NC(=O)C(C)Oc3ccccc3)nc2s1 (stereo not drawn),-4.0%
CN(C(=O)c1c[nH]c2ccc(S(=O)(=O)Nc3cccc(C(F)(F)F)c3)cc2c1=O)C1CCCCC1,0.0%

A draw from above in order of length of the SMILES, falling.
Structure,Epigenetic derep
CN(C(=O)c1c[nH]c2ccc(S(=O)(=O)Nc3cccc(C(F)(F)F)c3)cc2c1=O)C1CCCCC1,0.0%
Cc1nn2c(=O)cc(COC(=O)c3ccccc3NC(=O)C(C)Oc3ccccc3)nc2s1 (stereo not drawn),-4.0%
O=C(CCC(=O)N1CC2CCCN2c2ccccc21)NCc1ccc(F)cc1 (stereo not drawn),9.1%

(cont.)
Structure,Epigenetic derep
O=C(Nc1ccccc1Cl)N1CCC2(CC1)Oc1ccccc1C(=O)N2Cc1ccc(F)cc1,2.7%
Cc1ccc(C)c(CSC2=NC(C)(C)Nc3ccccc32)c1,-1.3%
COc1cccc(-c2cn3c(n2)sc2cc(C(=O)NCCC4=CCCCC4)ccc23)c1,0.0%
Cc1ccc(CNS(=O)(=O)c2cc3c(cc2Cl)NC(=O)CO3)o1,-0.6%
Cc1ccc(Cn2c(C(=O)O)c(CNCc3cccs3)c3ccc(C)cc32)cc1,1.5%
COc1ccccc1CNC(=O)c1ccc(N2CCCC2)c(NC(=O)NCc2ccccc2)c1,2.6%
COc1ccccc1-c1noc(-c2ccc(NCCc3ccccc3)c([N+](=O)[O-])c2)n1,-1.3%
Cc1c(Cl)cccc1NC(=O)CCn1c(=O)c2cccn2c2ccccc21,1.4%

(more compounds)
Structure,Epigenetic derep
Cc1cccc(C(=O)Nc2ccccc2OCc2cc(=O)n3ccccc3n2)c1,-1.0%
CC(=O)c1cccc(NC(=O)CC(c2ccc(C)cc2)N2Cc3ccccc3C2=O)c1 (stereo not drawn),0.3%
COc1cccc2sc(N(Cc3cccnc3)C(=O)C3COc4ccccc4O3)nc12 (stereo not drawn),8.3%
COc1cc(CNC(=O)c2ccc3c(c2)N(C)C(=O)C2CCCCN32)cc(OC)c1OC (stereo not drawn),1.7%
COC(=O)c1ccccc1NC(=O)Cn1nc(C)c2nn(-c3ccc(Cl)cc3)c(C)c2c1=O,-0.5%
Cc1nn(C(C)C(=O)N2CCN(c3ccc(F)cc3)CC2)c(=O)c2c1sc1ccccc12 (stereo not drawn),3.8%
Cc1noc2ncnc(NCCc3ccccc3)c12,-1.3%
Cc1cc(C)cc(-n2ccnc2SCC(=O)Nc2nc3ccc(C)cc3s2)c1,0.0%

Next section:
smiles,Epigenetic derep
Cc1ccc(NC(=O)Cn2nc(-c3ccncc3)ccc2=O)cc1Cl,1.4%
O=C(CCC1N=C2c3ccccc3N=C(SCC(=O)Nc3ccc(F)cc3)N2C1=O)NCc1cccs1 (stereo not drawn),-1.3%
Cc1ccccc1CNC(=O)c1sc2ncnc(N(C)C3CCCCC3)c2c1C,-0.5%
COc1cc(NC(=O)Cn2cnc(S(=O)(=O)N3CCCC3)c2)cc(OC)c1OC,0.0%
CCOC(=O)N1CCc2c(sc(NCc3sccc3C)c2C(=O)Nc2cc(OC)ccc2OC)C1,0.0%
O=C(CSc1nc(-c2cccs2)nc2cc(=O)[nH]n12)Nc1cccc(C(F)(F)F)c1,1.0%
CCN(CC)c1ccc(NC(=O)c2sc3nc(-c4ccccc4)cn3c2C)cc1,-1.7%
CC1CCN(S(=O)(=O)c2cc3c4c(c2)C(C)C(=O)N4CCC3)CC1 (stereo not drawn),-1.0%
COc1ccc(C)cc1NC(=O)c1cc(S(=O)(=O)N2CCC(C)CC2)ccc1F,0.3%
Cc1cc(-c2ccc(C)c(S(=O)(=O)Nc3ccccc3C(F)(F)F)c2)on1,3.9%
COc1ccccc1N1CCN(C(=O)C(CCSC)NS(=O)(=O)c2ccc3c(c2)oc(=O)n3C)CC1 (stereo not drawn),-2.3%
CC(=O)c1cccc(NC(=O)CN2C(=O)c3ccccc3Sc3ncccc32)c1,1.2%
COc1cccc(CC(=O)Nc2ccc(-c3nc4ccccc4s3)cc2)c1,2.6%
COC(=O)c1scc(-c2ccc(C)cc2)c1S(=O)(=O)Nc1c(C)cc(C)cc1C,2.3%
CCOC(=O)c1cc(-c2ccccc2)n(-c2cccc(C(=O)N(C)c3ccc(C)cc3)c2)c1C,-1.1%
Cc1ccc(NC(=O)CSc2nc3ccc(NC(=O)c4ccco4)cc3s2)cc1,4.8%
Cc1cccc(NC(=O)CCn2nc(C)c3c(C)n(-c4ccccc4)nc3c2=O)c1C,5.2%
CC(C)c1ccc(S(=O)(=O)c2nnn3c2nc(NCc2cccs2)c2sccc23)cc1,?
CC(C)Cn1cc(NC(=O)Nc2cccc(C(F)(F)F)c2)c2ccccc2c1=O,0.8%
Cc1ccc2[nH]c(CSc3nnc(NC(=O)c4ccccc4F)s3)cc(=O)c2c1,3.5%
COc1ccc(Cl)cc1NS(=O)(=O)c1c(C)[nH]c(=O)[nH]c1=O,0.0%
COc1cn(CC(=O)Nc2cccc(C)c2C)c(CN2CCCCC2)cc1=O,-1.3%
CCN(c1ccccc1)c1nnc(NC(=O)Nc2ccc(Br)cc2F)s1,-3.6%
CCc1nn2c(=O)cc(COC(=O)c3cccc(NC(=O)c4ccccc4Cl)c3)nc2s1,-0.8%
CCC(=O)C1=C(c2ccccc2)N(C(=O)CC)n2c(nnc2-c2ccccc2)S1,2.1%
COc1ccc(N2CCN(C(=O)CSc3nc(-c4ccc(C(C)C)cc4)no3)CC2)cc1,-1.8%
Cc1ccc(C(=O)Nc2ccc3nc(SCC(=O)N4CCc5ccccc54)sc3c2)cc1,6.8%
COC(=O)c1cccc(NC(=O)N(C)CCc2c(C)nn(C)c2C)c1,-4.0%
CCOc1ccc(S(=O)(=O)NCCc2csc3nc(-c4ccc(F)cc4)nn23)cc1,0.0%
O=S(=O)(NCc1nc2cccnc2n1Cc1ccccc1Cl)c1ccc2c(c1)CCCC2,2.2%

Part of the list above, field by field.
> CCN(c1ccccc1)c1nnc(NC(=O)Nc2ccc(Br)cc2F)s1
  Epigenetic derep: -3.6%

> CCc1nn2c(=O)cc(COC(=O)c3cccc(NC(=O)c4ccccc4Cl)c3)nc2s1
  Epigenetic derep: -0.8%

More records:
smiles,Epigenetic derep
COc1ccc(NC(=O)C2Cc3ccccc3CN2S(=O)(=O)c2ccccc2)cc1OC (stereo not drawn),-0.5%
CCOC(=O)N1CCC(NC(=O)c2c(C)nn(-c3cccc(C)c3)c2-n2cccc2)CC1,-3.1%
CCC(Sc1nc2nccnc2c(=O)n1Cc1ccc(C)cc1)C(=O)NC1CCCCC1 (stereo not drawn),1.1%
COc1cccc(NC(=O)CC(C)S(=O)(=O)c2ccc3c(c2)NC(=O)CO3)c1 (stereo not drawn),1.2%
CC(=O)c1ccc(N2CCN(C(=O)C3CCN(S(=O)(=O)c4c(C)noc4/C=C/c4ccc(C)cc4)CC3)CC2)cc1,-1.7%
COc1ccc(N2CCN(C(=O)c3sc4nc5n(c(=O)c4c3C)CCC5)CC2)cc1,1.4%
COc1ccc(Br)cc1CNC(=O)C1COc2ccccc2C1 (stereo not drawn),3.4%
COc1ccccc1CNC(=O)c1cccc(NC(=O)N2CCSc3ncccc32)c1,-2.6%
CC(=O)c1cccc(NC(=O)c2ccc(-n3c(C)nnc3C)cc2)c1,0.0%
COc1ccc(S(=O)(=O)n2nc(C)c(S(=O)(=O)N3CCC(C)CC3)c2C)cc1C,-1.7%
CCOC(=O)C(C)NC(=O)c1c(C)oc2ncn(CC(C)C)c(=O)c12 (stereo not drawn),-1.3%
CCc1ccc(CNCc2c(C(=O)O)n(Cc3ccc(C)cc3)c3cc(C)ccc23)cc1,?
Cc1c(C(=O)Nc2ccccc2Br)oc2ccc(S(=O)(=O)N3CCOCC3)cc12,3.5%

A portion of the library, so the mix of outcomes need not match the whole.
